# S1P3 antagonist – antagonists of human S1P3 receptor; Q99500; CHO S1P3 NFAT-BLA reporter, FRET fluorescence, antagonist mode; inhibition, % at 4.98 µM; 170,000 compounds, 0.27% hits;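 active means inhibition above the plate cutoff, the mean inhibition of test wells on that plate plus 3 SD, cut at about 28% in these data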;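 further: cells challenged with S1P at its EC80 of 0.8 µM; blue over green emission ratio from cleaved BLA substrate after 4 h stimulation; 0% = S1P-stimulated wells and 100% = unstimulated DMSO-only wells; some compounds past the cut are filed as inactive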
# PMI activator – phosphomannose isomerase (human) activation | 190,000 compounds, 0.005% hits | purified human PMI, coupled resazurin fluorescence, 20 min; active compounds read high; 1 = vehicle control, 0 substrate-free wells | P34949 | activation factor at 20 µM;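 active means activation factor of 2 or more at 20 µM, relative to plate controls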
# Diaph inh CS – counter-screen for diaphorase-based assays: diaphorase inhibitors and chemical oxidizers. AID 1217. 190,000 compounds, 0.69% hits. inhibition, % at 20 µM. diaphorase resazurin-to-resorufin fluorescence, NADH, 16 min; bacterial (C. kluyveri) enzyme, not human;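 active means primary screen inhibition at 20 µM above a set limit, cut at about 50% in these data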;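 further: plate controls were DMSO with full reaction for no effect and wells lacking NADH for full effect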
#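 controls = No-NADH positive control and DMSO neutral control | system = Clostridium kluyveri diaphorase enzyme | timing = reaction incubation of 16 min at room temperature | signal = resorufin fluorescence 544/590 nm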
# TR-FRET SRC-2 ct – TR-FRET artefact, counter-screen to PPARgamma/SRC-2 agonist assay; active compounds read high; TR-FRET ratio at 8 µM; 200,000 compounds, 0.4% hits; in the data active means TR-FRET ratio above about 2000; further: inactives centre near 1500
# ROMK mod – modulates human ROMK potassium channel activity; Tet-inducible ROMK, thallium flux fluorescence; actives lie on both sides; P48048; 130,000 compounds, 2% hits; B-score at 10 µM;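 active means signal ratio slope over the read window, or its plate-corrected B-score, at least 3 SD from the plate mean, either direction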;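 further: B-score of the F/F0 ratio slope over 7 to 12 s after thallium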
# Target sequence (P48048 whole entry, looked up): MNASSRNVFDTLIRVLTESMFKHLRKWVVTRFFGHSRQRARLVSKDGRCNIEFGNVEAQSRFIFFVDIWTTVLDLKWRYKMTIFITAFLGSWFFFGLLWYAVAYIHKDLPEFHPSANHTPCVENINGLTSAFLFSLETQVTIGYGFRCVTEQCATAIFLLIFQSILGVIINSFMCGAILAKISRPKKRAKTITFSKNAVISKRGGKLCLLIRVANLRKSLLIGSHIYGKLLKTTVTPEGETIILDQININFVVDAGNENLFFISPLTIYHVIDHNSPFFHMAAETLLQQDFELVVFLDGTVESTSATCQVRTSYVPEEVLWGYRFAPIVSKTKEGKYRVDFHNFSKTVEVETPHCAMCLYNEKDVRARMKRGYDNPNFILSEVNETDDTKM
# PPARg SRC-2 ag – agonists of SRC-2 recruitment by human PPARgamma | P37231 | PPARgamma LBD-SRC-2 recruitment, biochemical | activation, % at 8 µM | 200,000 compounds, 0.34% hits | AID 1032; in the data active means activation above about 22%;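 further: 0% = vehicle and 100% = reference agonist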
# Target sequence (P37231 whole entry, looked up, the tested form may be a part): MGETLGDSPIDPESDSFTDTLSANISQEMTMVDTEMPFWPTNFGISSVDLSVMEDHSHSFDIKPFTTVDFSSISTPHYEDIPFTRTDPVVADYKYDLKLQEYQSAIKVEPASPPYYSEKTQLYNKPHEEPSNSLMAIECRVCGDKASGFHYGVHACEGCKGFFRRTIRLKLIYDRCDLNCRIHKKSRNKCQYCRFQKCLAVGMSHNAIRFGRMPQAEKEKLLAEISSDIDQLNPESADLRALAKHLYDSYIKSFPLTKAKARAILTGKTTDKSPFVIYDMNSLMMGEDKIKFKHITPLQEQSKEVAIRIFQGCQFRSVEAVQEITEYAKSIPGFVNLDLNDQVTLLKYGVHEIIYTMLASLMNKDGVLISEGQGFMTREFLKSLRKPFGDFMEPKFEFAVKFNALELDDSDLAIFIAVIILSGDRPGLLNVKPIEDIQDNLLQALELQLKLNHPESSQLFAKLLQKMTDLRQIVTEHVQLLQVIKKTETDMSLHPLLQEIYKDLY
# PPARg SRC-1 ag – PPARgamma-driven SRC-1 recruitment agonism. P37231. PPARgamma-SRC-1 coactivator recruitment biochemical assay. activation, % at 8 µM. 200,000 compounds, 0.41% hits; in the data active means activation above about 19%;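 further: 0% = DMSO and 100% = reference agonist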
# Diaphorase act – counter-screen for diaphorase-based assays: diaphorase activators and chemical reducers; Diaphorase/resazurin coupled assay, resorufin fluorescence, 16 min; active compounds read high; 1 = vehicle wells, 0 = NADH-free wells; 190,000 compounds, 0.005% hits; activation factor at 20 µM; AID 1229;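 active means diaphorase activity raised at least twofold by the compound at 20 µM; inactive means activation factor below 2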
#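 Material: purified diaphorase enzyme from Clostridium kluyveri / Medium: HEPES pH 7.4 buffer with MgCl2 and Tween 20 / Schedule: enzyme reaction of 16 min at room temperature / Measured by: resorufin fluorescence, excitation 544 nm, emission 590 nm / Evaluation: rise in resorufin formation, marking diaphorase activation or chemical reduction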
# PMI act satM6P – PMI (human) activation, high substrate; coupled PMI enzyme assay, resazurin fluorescence, 20 min; active compounds read high; 1 = untreated enzyme, 0 = substrate-free blank; activation factor at 20 µM; AID 1216; 190,000 compounds, 0.34% hits; P34949;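 active means activation factor of 2 or more at 20 µM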
#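 Test system: human phosphomannose isomerase with PGI, G6PDH, diaphorase coupling enzymes; amount: 15 ng/mL PMI; incubation: enzyme reaction with compound 20 min at room temperature; technique: resorufin fluorescence (Ex 544/Em 590 nm) from resazurin via diaphorase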
# G6PDH CS – L. mesenteroides G6PDH inhibition counter-screen | Purified L. mesenteroides G6PDH, diaphorase/resazurin coupled fluorescence, 45 min | 200,000 compounds, 0.12% hits | inhibition, % at 5 µM; in the data active means inhibition above about 50%
# PPARg SRC-3 ag – PPARgamma-driven SRC-3 recruitment agonism | P37231 | biochemical PPARgamma/SRC-3 coactivator recruitment assay | activation, % at 8 µM | 200,000 compounds, 0.26% hits; in the data active means activation above about 23%;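 further: 0% = DMSO and 100% = reference agonist; some compounds past the cut are filed as inactive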
# * hit, by the source's call; / = not tested or not shown.
# Results follow in this order: Diaphorase act	TR-FRET SRC-2 ct	S1P3 antagonist	ROMK mod	PPARg SRC-3 ag	PPARg SRC-2 ag	PMI activator	PPARg SRC-1 ag	Diaph inh CS	G6PDH CS	PMI act satM6P
CC(=O)NC(CC(=O)Nc1cccc(S(=O)(=O)N2CCCCC2)c1)c1ccccc1 (stereo not given)
 : 0.9	1300	/	0.18	-1	8	1	3	13	3	1
COc1cccc(NC(=O)Nc2ccc3c(c2)N(C)C(=O)CS3)c1
 : 1	1521	/	-1.8	-5	10	0.9	4	0	11	0.9
COc1ccc(OCCSc2nnc(-c3cccnc3)n2N)cc1
 : 1	1690	0	-1	1	3	1.2	0	2	0	1.1
CCCNC(=O)c1ccccc1NC(=O)c1ccccc1N(C)S(=O)(=O)c1ccccc1
 : 0.8	1642	-14	/	0	-10	1	-8	16	2	1
CCc1ccc2c(c1)C(C)=CC(C)(C)N2
 : 0.7	1659	/	0.032	-2	2	0.7	5	26	12	0.8
CCCn1c(O)c(CN2CCCC(C)C2)c(C)c(C#N)c1=O (stereo not given)
 : 0.6	1399	1	-0.0054	-7	-4	0.6	1	40	1	0.6
CCC(=O)Nc1cccc(NC(=S)NC(=O)c2cc3ccccc3o2)c1
 : 1.1	1491	-7	/	-9	-3	1	4	-11	10	1.1
Cc1sc(-c2ccncc2)nc1OC(=O)c1ccccc1
 : 1.1	1359	/	-0.89	-12	4	1.1	0	-6	0	1.2
COc1ccc(C2C3=C(CCCC3=O)Nc3nc(SCc4ccc(C(=O)O)cc4)nn32)cc1OC (stereo not given)
 : 0.6	1665	-19	/	0	1	0.7	-4	43	0	0.6
NN1C(=O)NC(c2ccccc2)(c2ccccc2)C1=O
 : 1	1537	-8	-1	1	-5	1	5	-2	2	1
O=C(Nc1nnc(-c2ccco2)s1)c1ccccc1
 : 0.9	1754	-3	/	3	17	1.1	11	11	8	1.1
CCOc1ccc(NC2OC(C)C(O)C(O)C2O)c([N+](=O)[O-])c1 (stereo not given)
 : 1.2	1714	-19	0.33	2	5	1.2	4	-23	3	1.2
C/C(=N\NC(=O)c1ccncc1)c1ccc(N(C)C)cc1
 : 1.1	1750	-10	-0.013	2	9	1.1	17	-13	6	1
CCOC(=O)c1c(NC(=O)CSc2nnc(-c3cccnc3)o2)sc2c1CCC2
 : 0.8	1464	/	/	3	-4	0.8	5	20	5	0.9
O=C(NCCN1CCN(c2ccccc2)CC1)C1(S(=O)(=O)c2ccc(Cl)cc2)CC1
 : 0.8	1498	-10	/	3	-2	0.8	2	20	32	0.8
O=C1NC(=Nc2ccccc2)c2ccc([N+](=O)[O-])cc21
 : 1	1477	0	0.22	2	3	0.7	-9	2	-2	1.1
Cc1cc(C(=O)NCCc2ccc(Cl)cc2)no1
 : 1	1712	1	-0.47	4	9	1.1	4	-2	16	1
O=C1CN(C(=O)COC(=O)CNS(=O)(=O)/C=C/c2ccccc2)c2ccccc2N1
 : 0.8	1730	-5	0.75	2	0	0.9	12	19	7	0.9
C[C@H](NC(=O)c1ccco1)C(=O)Nc1ccc2c(c1)OCO2
 : 0.9	1644	-3	/	-1	-3	1.2	-4	5	8	0.6
CCn1c(SCC(=O)Nc2cccc(C(C)=O)c2)nnc1C(C)C
 : 0.9	1380	-26	-0.19	-19	-9	1	0	11	-3	1
Cc1c(Br)c(=O)oc2c(C)c(O)ccc12
 : 0.9	1802	-2	-0.6	11	3	0.9	8	13	3	0.9
COCCN(Cc1ccccc1)C(=S)Nc1ccc(OC(F)F)cc1
 : 0.9	1436	-1	-2.1	-3	0	0.9	0	7	-6	1.1
CCOC(=O)C1(CCCc2ccccc2)CCN(C(=O)c2ocnc2C)CC1
 : 0.8	1650	13	/	2	0	0.9	2	23	9	1
CCOC(=O)N1CCC(NCCNC(=O)c2cccs2)CC1
 : 0.9	1640	/	0.41	-4	14	0.9	4	14	-5	0.9
COc1ccc(NC(=O)NCc2ccccc2F)cc1OC
 : /	1514	-13	-0.34	-5	0	/	3	/	15	/
COc1ccc(-c2ccc(=O)n(Cc3cccc([N+](=O)[O-])c3)n2)cc1
 : 0.8	1585	-11	-0.11	-4	-3	1	-2	16	4	1
c1cnc2c(Oc3ncnc4sccc34)cccc2c1
 : 0.9	1617	3	1	9	6	0.9	10	6	9	1
O=C(CCCCCn1c(=S)[nH]c2ccc(N3CCOCC3)cc2c1=O)NCc1ccc(Cl)cc1
 : 0.7	1687	-9	0.15	8	6	1.2	5	25	-2	0.8
Cc1cc2oc(=O)cc(CN3CCCc4ccccc43)c2cc1C
 : 1	1680	-16	/	4	1	1.1	6	1	5	2.3*
COc1cc2c(cc1OC)CN(C(=O)c1cc3ccccc3oc1=O)CC2
 : 0.8	1512	-41	2	-1	1	1	2	20	9	0.9

# Next section, starting with the last 3 of the part before.
# Results follow in this order: Diaphorase act	TR-FRET SRC-2 ct	S1P3 antagonist	ROMK mod	PPARg SRC-3 ag	PPARg SRC-2 ag	PMI activator	PPARg SRC-1 ag	Diaph inh CS	G6PDH CS	PMI act satM6P
O=C(CCCCCn1c(=S)[nH]c2ccc(N3CCOCC3)cc2c1=O)NCc1ccc(Cl)cc1
 : 0.7	1687	-9	0.15	8	6	1.2	5	25	-2	0.8
Cc1cc2oc(=O)cc(CN3CCCc4ccccc43)c2cc1C
 : 1	1680	-16	/	4	1	1.1	6	1	5	2.3*
COc1cc2c(cc1OC)CN(C(=O)c1cc3ccccc3oc1=O)CC2
 : 0.8	1512	-41	2	-1	1	1	2	20	9	0.9
CCOc1ccc(C(C)=O)cc1CC(C(N)=O)C(N)=O
 : 1	1549	/	0.0024	-2	9	1	4	5	8	1
COc1cc([N+](=O)[O-])cc(CN2CCCCC2)c1O
 : 1	1590	/	/	18	14	1	7	0	-2	1.1
CCc1c(C)sc(NC(=O)C2CC2c2ccccc2)c1C(N)=O (stereo not given)
 : 0.9	1698	/	1.4	5	-4	0.9	4	10	8	0.9
CC(C)Sc1cc(N2CCCC2)nc(-c2ccc(F)cc2)n1
 : 0.9	1533	/	/	3	1	0.9	7	9	3	0.9
COC(=O)/C(C(C)=O)=C(/C=C/C=C/N(C)C)N(C)C
 : 0.9	1582	/	/	5	4	1	10	8	13	1
CCn1c2ccc(C)cc2c2nnc(NN)nc21
 : 0.9	1563	8	-0.59	0	6	1.2	8	13	4	0.9
CCCn1nnnc1NC(=O)c1cccs1
 : 0.9	1637	/	/	7	1	1	6	7	8	1
CCNC(=O)c1ccc(C23CC4CC(CC(C4)C2)C3)o1
 : 1	1634	0	0.26	-1	6	1	7	4	11	1
Cc1ccc(C)c2[nH]c(=O)c(CN(CCN3CCCC3)C(=O)Nc3cccc(Cl)c3)cc12
 : 1.1	1507	22	-0.9	12	0	1	-6	-6	-53	1
Cc1ccc(SCCC(=O)Nc2cc(C)on2)cc1
 : 0.8	1305	1	0.05	3	-3	1	-8	20	6	0.8
O=C(CN(c1ccc(F)cc1)S(=O)(=O)c1ccc2c(c1)OCCO2)NCc1cccnc1
 : 0.8	1614	/	1.4	3	10	1	-4	15	0	1
Cn1c(=O)c(Sc2ccc(Cl)cc2)c(O)c2ccccc21
 : 0.9	1958	2	/	9	17	1.1	6	9	9	1
O=C(C1=C[C@H](c2coc3ccccc3c2=O)C[C@H](OCCCCO)O1)N1CCOCC1
 : 0.9	1460	-7	/	1	-11	1	2	10	4	1.1
COc1ccc(CNC(=O)c2cnc(C)cn2)cc1
 : 1	1543	/	/	1	3	1.1	0	3	18	1.1
Cn1cnnc1SC1c2cccc3cccc(c23)C1NS(=O)(=O)c1ccccc1 (stereo not given)
 : 0.9	1563	2	0.55	0	-7	0.9	2	8	9	1.1
O=C(N/N=C/c1ccc(N2CCOCC2)s1)c1ccccc1Br
 : 0.8	1786	-13	-0.13	11	2	1.3	8	23	2	1
CN(Cc1ccccc1)C(=O)CN1CCN(C(c2ccccc2)c2ccccc2)CC1
 : 0.8	1423	17	/	-2	3	0.9	5	24	-3	0.9
COc1ccc2[nH]c(=O)c(CN(Cc3ccccc3)Cc3nnnn3CC3CCCO3)cc2c1 (stereo not given)
 : 0.8	1389	-29	/	6	-2	1.1	-2	16	0	1
O=C(C1CCC1)N1CCc2cc(S(=O)(=O)N3CCCCC3)ccc21
 : 0.9	1404	-18	/	-7	-1	0.9	7	11	-9	0.9
O=C(CCn1c(=O)sc2ccccc21)NCCN1CCOCC1
 : /	1821	-18	/	3	8	/	10	/	/	/
Cc1ccc(NC(=O)c2cccc(NC(=O)CCC(=O)O)c2)cc1C
 : 0.9	1627	-6	0.38	-3	-4	1.1	9	6	4	1
COc1ccc(CCNc2oc(-c3ccc(OC)c(OC)c3)nc2P(=O)(OC)OC)cc1OC
 : 0.9	1592	4	0.75	-4	2	1	7	6	5	1.1
CCCCCCC(=O)NNC(=O)c1c(O)c2ccccc2n(CCC)c1=O
 : /	1626	-102	-0.12	-3	1	/	2	/	11	/
O=C(C(Cl)Cl)N1c2ccccc2OCC1c1ccccc1 (stereo not given)
 : 0.9	1690	/	/	8	4	1	-8	8	29	1
Cc1ccc(-n2nnnc2SCC(=O)Nc2c(C)n(C)n(-c3ccccc3)c2=O)cc1
 : 0.9	1459	-3	-0.0095	1	-2	1	-1	12	9	1.1
Cc1ccc(N(CC2CO2)S(=O)(=O)c2ccc(C)cc2)cc1 (stereo not given)
 : 0.8	1572	6	0.049	0	2	0.9	-7	18	9	1
C=CCn1c(Cc2csc(N)n2)nnc1SCC(=O)Nc1ccc(C(=O)OCC)cc1
 : 0.9	1498	-45	-0.21	-12	0	0.9	-1	14	-33	0.9
Cc1ccc2[nH]cc(C(=O)CCl)c2c1
 : 1	1380	-43	-4.2*	-2	8	1	-3	5	11	1.1
C=CCn1c(=O)c2ccccc2n2c(SCc3csc(-c4ccccc4)n3)nnc12
 : 1	1376	-11	/	-5	2	1.2	-7	-1	7	1.1
Cc1cc(C)c2nc(N3CCC(C(=O)NCCCN4CC(C)CC(C)C4)CC3)sc2c1 (stereo not given)
 : 1	1776	14	-2.5*	5	5	1	4	2	6	1
COc1ccc(C(=O)Nc2ccc(N3CCN(C)CC3)cc2)cc1[N+](=O)[O-]
 : 1.1	1463	-22	-0.079	6	5	1	0	-7	2	1
CCn1c(C)[n+](CC)c2ccc(C(=O)N(C)c3ccccc3)cc21
 : 0.8	1730	-25	-0.063	2	6	0.8	2	16	9	0.8
Cc1cc(NC(=O)c2ccccc2-c2ccccc2)ccc1Br
 : 0.8	1847	-1	0.32	0	-7	1	-9	20	-7	0.9
